Rtt109 Vps75 – inhibitors of Candida albicans Rtt109/Vps75 histone acetyltransferase; Q5AAJ8; inhibition, % at 34.9 µM; purified Rtt109/Vps75, ThioGlo CoA-SH fluorescence, 4 h; AID 540336; 330,000 compounds, 0.16% hits;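 active means inhibition of at least 50% in every replicate; inconclusive means best replicate reaches 50% inhibition but some replicates fall short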
Target sequence (Q5AAJ8 whole entry, looked up): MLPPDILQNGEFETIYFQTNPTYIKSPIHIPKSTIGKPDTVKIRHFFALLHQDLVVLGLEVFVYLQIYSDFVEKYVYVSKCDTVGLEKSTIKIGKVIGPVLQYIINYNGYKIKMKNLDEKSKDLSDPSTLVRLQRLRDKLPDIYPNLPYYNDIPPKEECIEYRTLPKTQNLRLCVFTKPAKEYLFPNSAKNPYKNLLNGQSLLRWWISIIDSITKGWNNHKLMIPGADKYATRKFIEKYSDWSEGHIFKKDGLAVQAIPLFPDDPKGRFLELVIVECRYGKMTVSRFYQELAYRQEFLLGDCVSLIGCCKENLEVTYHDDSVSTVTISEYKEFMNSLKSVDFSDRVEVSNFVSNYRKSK
CAL PDZ FP-1 – blocks peptide binding to the human CAL PDZ domain. inhibition, % at 24.9 µM. 300,000 compounds, 0.92% hits. Q9HD26. purified CAL PDZ, TMR-peptide fluorescence polarization, 1 h. AID 602252;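 active means mean inhibition of at least 30% with at least half of replicates also reaching 30%; inconclusive means no clear call, values can overlap the other calls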;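 further: 0% = DMSO neutral control and 100% = excess unlabeled competitor peptide PRC23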
SR-BI DiI-HDL act – enhances SR-BI lipid uptake from DiI-HDL. CHO ldlA[mSR-BI] cells, DiI-HDL uptake fluorescence, 3 h; 100 = double the neutral-control signal. activation, % at 12.5 µM. 320,000 compounds, 0.096% hits. AID 504775;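 active means mean replicate activation of at least 60% and every replicate at or above 60%; inconclusive means mean or all-replicate condition met, but not both; inactive means mean below 60% and not all replicates reaching 60%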;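 further: 0% = median plate neutral-control signal and 100% = twice that signal; values of inactives mirror those of a sister screen read the other way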
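material = CHO ldlA[mSR-BI] cells | medium = Ham's F12 with 0.5% BSA, HEPES 25 mM, pH 7.4 | reagent = fluorescent DiI-HDL, 10 µg/mL final | compound dosing = single-point compound dose | incubation = 3 h, 37 °C | measured by = bottom-read fluorescence, 550/595 nm | measure = HDL uptake via cellular fluorescence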
SR-BI DiI inh – inhibitors of mouse SR-BI mediated HDL lipid uptake | Q61009 | ldlA[mSR-BI] CHO cells, DiI-HDL uptake fluorescence, 3 h | inhibition, % at 12.5 µM | 320,000 compounds, 0.96% hits | AID 488896;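 active means mean replicate inhibition of at least 70% and a set share of replicates each scoring 70 or more; inconclusive means meets just one of the two criteria; inactive means fails both criteria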;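 further: 0% = median of neutral control wells and 100% = median of positive control wells; values of inactives mirror those of a sister screen read the other way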
CAL PDZ FP-2 – blocks peptide binding to human CAL PDZ domain. Q9HD26. purified CAL PDZ, TMR-peptide fluorescence polarization, 1 h. inhibition, % at 20 µM. 330,000 compounds, 0.02% hits. AID 504414;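 active means highest replicate inhibition of at least 40%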;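 further: plate controls were DMSO neutral control wells for no effect and unlabeled competitor peptide control wells for full effect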
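material = purified tagged CAL PDZ domain construct (CerCALP) | buffer or medium = sodium phosphate/NaCl buffer pH 7.4 with TCEP, IgG, Thesit | reagent = TMR-labelled reporter peptide T*-PRC34 bound in PDZ groove | incubation = 1 h room-temperature incubation prior to read | measured by = fluorescence polarization (mP) | evaluation = percent inhibition from loss of millipolarization | control set = unlabelled peptide and DMSO controls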
MITF act – MITF TRPM1 promoter activation in melanoma cells; activation, % at 12.5 µM; AID 588334; SK-MEL-5 TRPM1-promoter luciferase, 24 h; % of positive control, neutral wells = 0; 300,000 compounds, 0.75% hits;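 active means mean activation of at least 80% with every replicate also reaching 80%; inconclusive means mean reaches 80% but some replicate falls short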;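 further: 0% = neutral control wells and 100% = parthenolide positive control wells; values of inactives mirror those of a sister screen read the other way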
PfHsp90 set2 – reduces growth (ATP signal) of yeast expressing P. falciparum Hsp90; inhibition, % at 9.4 µM; AID 504621; 310,000 compounds, 0.32% hits; S. cerevisiae expressing PfHsp90, BacTiter-Glo ATP, 48 h; yeast lacking PDR1 and PDR3 efflux regulators;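 active means every replicate shows inhibition above about 80%, whatever the replicate mean, limit read from the data; inconclusive means mean inhibition reaches the set limit but some replicate falls short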;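 further: 0% = DMSO neutral controls and 100% = 20 µM radicicol positive controls; yeast relying on Plasmodium falciparum Hsp90 in place of its own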
NSD2 inh – inhibitors of human histone methyltransferase NSD2; inhibition, % at 12.5 µM; NSD2 peptide methylation, AlphaScreen, 120 min; 310,000 compounds, 0.54% hits; in the data active means inhibition above about 50%
PvdQ acylase – blocks Pseudomonas aeruginosa PvdQ acylase activity. purified PvdQ acylase, fluorescence plate reader. 340,000 compounds, 0.063% hits. inhibition, % at 10 µM. AID 488965; in the data active means inhibition above about 30%, passing the limit was not always enough; inconclusive means no clear call, values can overlap the other calls;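 further: 0% = vehicle neutral wells and 100% = reference inhibitor wells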
dFosB activator – activators of mouse delta FosB homodimer; purified delta FosB, TAMRA-CDK5 oligo fluorescence polarization; percent of positive-control signal above neutral wells; activation, % at 25 µM; 340,000 compounds, 0.99% hits;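 active means mean activation above about 17%, with every replicate also reaching it, limit read from the data, passing the limit was not always enough; inconclusive means only one of the two conditions met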;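 further: fluorescence polarization rise as delta FosB binds a TAMRA Cdk5 AP-1 oligo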
Target sequence (P13346 whole entry, looked up): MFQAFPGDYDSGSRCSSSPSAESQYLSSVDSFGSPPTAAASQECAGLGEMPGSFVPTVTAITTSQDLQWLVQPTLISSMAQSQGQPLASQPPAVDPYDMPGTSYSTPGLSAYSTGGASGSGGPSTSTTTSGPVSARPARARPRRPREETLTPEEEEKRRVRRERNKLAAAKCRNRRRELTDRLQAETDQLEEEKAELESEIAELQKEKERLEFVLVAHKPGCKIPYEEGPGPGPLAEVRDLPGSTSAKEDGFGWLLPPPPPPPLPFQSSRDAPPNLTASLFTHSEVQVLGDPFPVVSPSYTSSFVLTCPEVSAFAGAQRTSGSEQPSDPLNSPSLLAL
* hit, by the source's call; ? = inconclusive; nt = no result given.

SMILES	Rtt109 Vps75	CAL PDZ FP-1	SR-BI DiI-HDL act	SR-BI DiI inh	CAL PDZ FP-2	MITF act	PfHsp90 set2	NSD2 inh	PvdQ acylase	dFosB activator
Cc1ccc(NC(=O)c2cc(=O)[nH]c3ccc(S(=O)(=O)N4CCOCC4)cc23)cc1	-6	-5	-12	12	-0.3	11	2	-1	22	-1
CCN(CC)C(=O)CC(c1cc(OC)c(OC)c(OC)c1)c1c(OC)cc(OC)c2ccc(=O)oc12 (stereo unspecified)	-2	0	6	-6	-0.5	nt	-18	nt	6	-2
O=C(Nc1ccc2c(c1)OCCO2)c1cccc(Cl)c1	-12	-5	-16	16	-0.9	nt	21	-3	6	2
O=C(CSc1nc2ccccc2c(=O)n1CCCN1CCOCC1)Nc1ccc(F)c(Cl)c1	10	6	5	-5	-2.9	14	-16	-1	-17	-9
Cc1nnc(SCC(=O)Nc2ccc([N+](=O)[O-])cc2)n1CC1CCCO1 (stereo unspecified)	0	-4	3	-3	0.4	-4	14	1	-4	-1
COc1ccc(Cc2c(Cl)ncnc2Cl)cc1	5	nt	7	-7	-0.7	-5	-1	-1	1	-6
Brc1ccc(CSc2ccc3nnc(-c4cccnc4)n3n2)cc1	-2	-1	-7	7	-4.7	7	-5	nt	-5	-22
O=C(NCCc1ccccn1)C(F)(F)C(F)(F)C(F)(F)C(F)(F)C(F)(F)C(F)(F)C(F)(F)C(F)F	-5	3	37	-37	0.8	2	5	-5	-4	-2
CCOc1cc(/C=C2\SC(=S)N(NC(=O)c3cccnc3)C2=O)ccc1O	12	2	0	0	-1.9	-1	20	nt	1	12
CN1CCN(NC(=O)c2cn(-c3ccccc3)nc2-c2cccs2)CC1	-7	2	4	-4	-2.2	-2	9	-4	-1	2
COc1cccc(C(=O)Nc2cccnc2)c1	3	3	-3	3	0.4	15	17	0	-8	2
CC(C(=O)NCc1ccc2c(c1)OCO2)c1ccc([N+](=O)[O-])cc1 (stereo unspecified)	11	2	16	-16	-2.0	-2	10	-3	-3	-6
c1ccc2c(c1)ncn2-c1ccc(-c2ccnc(-c3ccncc3)n2)cc1	3	nt	-59	59	-1.7	13	-125	-2	2	1
CCCN(Cc1nnc(-c2ccccc2Cl)o1)C(=O)c1cccc(S(=O)(=O)N2CCOCC2)c1	9	nt	nt	-4	-0.8	-1	20	-1	4	-1
O=C(Nc1ccccc1Cl)NC1(C(=O)N2CCC(O)CC2)CCCCC1	17	-4	28	-28	-2.0	7	-6	-1	5	-9
Cc1ccc(S(=O)(=O)N(CC(=O)NCc2ccncc2)Cc2ccccc2F)cc1	6	-3	nt	nt	-2.6	8	9	-1	7	-8
Cc1[nH][nH]c(=O)c1/C=N/N1CCOCC1	15	-4	10	-10	-1.7	-4	nt	2	6	-9
CN(CC(=O)Nc1cc(Cl)cc(Cl)c1)Cc1cccs1	4	-3	-8	8	-0.1	10	-17	-2	9	-7
COc1cc(C2NC(=O)NC(C)=C2C(=O)OC2CCC(C)CC2)ccc1O (stereo unspecified)	-6	nt	-8	8	-0.3	-12	-17	2	-14	-12
O=C(CN(CC1CCCO1)C(=O)CNS(=O)(=O)c1ccc(F)cc1)NCCc1ccccc1 (stereo unspecified)	5	7	nt	nt	0.3	nt	21	-2	-16	3
CCC(C)[C@H](NC(=O)NCc1ccc(Cl)cc1)C(=O)OC (stereo partly specified)	?	-3	-21	21	-0.8	-9	-10	-2	9	-9
O=C1CC(=C(c2ccccc2)c2ccccc2)C(=O)N1CCN1CCN(c2cccc(Cl)c2)CC1	7	-4	33	-33	-0.6	-10	-10	1	2	-1
CCCS(=O)(=O)N1CCCC(C(=O)Oc2ccc(C)c(C)c2)C1 (stereo unspecified)	-3	-3	-14	14	-2.1	nt	-19	-2	-12	-8
CCOc1ccccc1Nc1nc(-c2cccnc2)cs1	-1	nt	-24	24	1.3	24	-1	1	-3	-8
O=C(Nc1ccc2nc(-c3ccc4nc[nH]c4c3)[nH]c2c1)c1cccs1	7	-2	-11	11	-2.8	-9	-16	0	5	3
COc1ccc(Cc2nnc(NC(=O)CSc3ccc(C)cc3)s2)cc1OC	-4	-1	4	-4	-0.1	1	-6	0	-13	1
Nc1ncc(-c2ccccc2)n1CC1CCCO1 (stereo unspecified)	8	-3	nt	nt	1.2	nt	14	123*	1	-9
S=c1[nH]nc(C2CCCCC2)n1/N=C/c1ccc(Br)cc1	-1	-3	-13	13	0.3	-5	-11	-3	-13	-15
CCOc1ccc(/C=N/NC(=O)c2ccc(Cn3cc([N+](=O)[O-])cn3)o2)cc1	-6	1	-26	26	nt	40	-7	-4	6	10
COc1ccc(N(CCC#N)C(=O)/C(C#N)=C/c2cccs2)cc1	nt	3	1	-1	0.3	-6	42	1	-11	-5
CCOc1cc(S(=O)(=O)NCc2cccnc2)c(C)cc1C	-5	nt	-9	9	-1.0	5	2	3	-6	-4
COc1cc(/C=C/c2ccc3cccc([N+](=O)[O-])c3n2)ccc1OCC(=O)O	27	-2	nt	nt	-1.7	-19	-1	15	-3	-6
CCCCC(=O)NCCNc1nc2c(c(=O)n(C)c(=O)n2C)n1Cc1ccc(F)cc1	-2	0	14	-14	-2.6	nt	-33	-5	-4	-6
CC(C)NS(=O)(=O)c1ccc(OCC(=O)Nc2ccc(F)cc2F)cc1	-6	nt	33	-33	-3.2	-3	4	-5	-8	-1
Cc1nnc2ccc(-c3ccc(NC(=O)c4ccco4)cc3)nn12	-9	-2	-7	7	-3.2	11	-15	0	-8	-26
CCOC(=O)C1CCN(c2nc(-c3ccc(Br)cc3)nc3ccccc23)CC1	-8	-3	-65	65	-1.8	-27	nt	-5	12	-3
N/C(Cc1nc(-c2ccc(F)cc2)cs1)=N\O	-3	-6	16	-16	-0.4	nt	-9	0	-9	-5
CCN1C(=O)/C(=C\C(=O)c2cccs2)c2cc(Br)ccc21	-7	-1	0	0	-0.3	-38	103*	-9	-13	-11
O=C(Nc1ccc2c(c1)nc1n2CCCCC1)c1cc(S(=O)(=O)N2CCOCC2)ccc1Cl	10	-1	-37	37	-2.8	-12	2	-4	-19	4
Cc1ccc(S(=O)(=O)Nc2ccc(N3CCOCC3)cc2)cc1[N+](=O)[O-]	7	-7	13	-13	13	-6	-6	-1	4	-10
CCc1ccccc1NC(=O)NC1CCCCCCC1	-11	-5	-39	39	-2.1	4	-5	-1	-14	3
Cc1ccc(C2=CC(=O)C[C@H](c3ccc(Cl)cc3)C2)cc1	9	0	-14	14	-1.5	11	-17	nt	5	-2
COC(=O)c1ccc(OCCn2cnc3ccccc3c2=O)cc1	3	nt	1	-1	-2.1	34	3	-3	-7	2
Cc1cccc(NC(=S)NCc2ccccc2)c1C	3	-1	-5	5	1.2	0	1	-2	3	6
COc1ccc(C(CC(=O)N2CCOCC2)c2c(OC)cc(OC)c3c(-c4ccccc4)cc(=O)oc23)cc1 (stereo unspecified)	2	-3	-24	24	-0.9	-4	-6	nt	-8	-6
COc1cccc(NC(=S)N2CCN(Cc3ccccc3)CC2)c1	-4	-4	7	-7	-1.0	7	13	17	0	-3
CC(C)c1ccc(N2C(=O)/C(=C/N(C)C)SC2=S)cc1	0	-17	-59	59	-3.9	nt	3	3	-18	-5
CCOC(=O)N1CCN(C(=O)CSCC(=O)Nc2nc(-c3ccc(-c4ccccc4)cc3)cs2)CC1	1	1	-85	85*	-0.6	-39	-4	nt	-21	1
CC(C)(C)CC(=O)Nc1ccc(S(=O)(=O)NC2=NCCCCC2)cc1	-3	-3	11	-11	0.0	-2	nt	-1	-12	-5
CN(C)c1ccc(/C=N\NC(=O)c2cccc3cc[nH]c23)cc1	11	3	-20	20	-0.5	nt	10	-3	-4	-4
(listing goes on)
SMILES	Rtt109 Vps75	CAL PDZ FP-1	SR-BI DiI-HDL act	SR-BI DiI inh	CAL PDZ FP-2	MITF act	PfHsp90 set2	NSD2 inh	PvdQ acylase	dFosB activator
c1ccc(-c2ncnc3ccccc23)cc1	5	0	-1	1	-0.7	6	-3	0	-1	-3
COc1cc2c(cc1OC)-c1cc(Nc3ccc4c(c3)OCCO4)nc(=O)n1CC2	27	-1	-49	49	-0.1	11	24	2	7	-28
COc1cc(OC)c(-c2cc(C(=O)O)ccc2OC)c(OC)c1	-5	-2	33	-33	-1.0	3	-3	-1	-4	-6
Cc1cc(C)n(CC2CC(=O)N(c3cc(Cl)cc(Cl)c3)C2=O)n1 (stereo unspecified)	-8	-1	-11	11	-0.7	-2	0	-1	-9	0
CCN(Cc1cnn(C)c1)C(=O)c1cc(COc2ccc(F)cc2F)on1	-1	-1	nt	nt	-2.6	36	17	2	-18	-1
CCOc1ccc(NC(=O)CC2C(=O)N(CC)C(=S)N2NC(=O)c2ccncc2)cc1 (stereo unspecified)	-12	-2	nt	nt	-1.0	nt	-13	-2	-12	-3
CCCS(=O)(=O)N1CCN(Cc2ccc([N+](=O)[O-])cc2)CC1	5	0	15	-15	0.2	-9	1	1	-4	2
COc1cccc(CNC(=O)C(C)n2nc(C)n3c(cc4occc43)c2=O)c1 (stereo unspecified)	-1	4	4	-4	-0.9	2	-13	1	-9	-1
COc1cc(OC)cc(-c2nnc(NC(=O)CCS(=O)(=O)c3ccccc3)o2)c1	16	2	-22	22	-2.7	-9	nt	-2	-3	-13
N#C/C(=C(/O)CSc1ccccc1C(=O)O)c1nc2ccccc2s1	13	-2	8	-8	-0.4	nt	11	1	-8	2
O=C(Cn1c(=O)c2c(ncn2C2CCCC2)n(Cc2ccccc2)c1=O)N1CCc2ccccc21	3	1	4	-4	-2.9	-1	-2	-3	-4	-14
O=C(O)C(=Cc1cccc([N+](=O)[O-])c1)c1ccc(Cl)cc1	-2	-3	6	-6	-1.5	2	nt	1	-3	-3
CC(=O)c1c(C)nc(-c2ccccc2)n1O	3	nt	7	-7	0.2	10	nt	1	0	-2
O=c1cnnc(SCCc2ccccc2)[nH]1	2	-9	37	-37	-0.1	1	19	-4	-16	-2
CCCN1C(=O)/C(=C\C=C2/C=CN(CC)c3ccccc32)SC1=S	6	-2	-146	146*	-0.2	-19	38	20	-11	-7
CC(C)CCC(C(=O)O)C(C)CC(=O)Nc1ccn(-c2ccccc2)n1 (stereo unspecified)	3	0	21	-21	-0.4	12	8	-7	-12	-6
CC(Sc1nc(N)cc(=O)[nH]1)C(=O)NNC(=O)c1cccc(Cl)c1 (stereo unspecified)	3	-1	-1	1	0.0	6	7	2	-8	-4
O=C(N/N=C/c1ccccc1)c1ccc(N2CCCC2=O)cc1	6	-1	nt	nt	-0.7	28	0	nt	-4	0
